From PubChem BioAssay
p53 reactivation = restores transcriptional activity of mutant p53 | Potency, µM (top dose mostly 92.2 µM), for the others: at the highest dose activity change, positive = activation, most hits filed as activators | 0.063% of 320,000 active | AID 504706 | H1299 p53-A138V BP100-luciferase reporter, luminescence, 24 h; note: % of control where 0% means no effect; nearly all actives have a fitted effect of over 45% in size
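p53-null H1299 cells stably carrying temperature-sensitive p53-A138V and a BP100-luciferase reporter were pinned with compounds (4-point, 1:5 series) and held 24 hrs at 37 deg C. Luminescence was read 10 min after detection reagent.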
uPA surface inh = blocks generation of uPA at the cell surface | cell surface uPA generation assay, qHTS | Potency, µM (top dose mostly 38.3 µM), for inactives: at the top dose activity change, negative = inhibition, hits mostly inhibitors | 0.31% of 330,000 active; active = well fitted inhibition curve with a large enough effect; inconclusive = small, poorly fitted or top-dose-only effect; inactive = no such curve, though single readings can be large or run the other way; tested in mouse RAW 264.7 cells; note: % is set by controls: 0 for no effect and ±100 for the full control effect; nearly all actives have a fitted effect of over 55% in size
BRCA1 expr act = BRCA1 expression activation. MCF7-BRCA1-FFLuc reporter, luminescence, 48 h; response scale: scaled: vehicle 0%, 10 µM genistein 100%. Potency, µM (titrated, usually from 46.1 µM), inactives show top-dose activation, hits mostly activators. 1.1% of 380,000 active. AID 624202; note: nearly all actives have a fitted effect of over 80% in size; some results filed as inactive show a strong effect at the top dose
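Luminescence from a BRCA1-driven firefly luciferase in MCF7 cells was read after 48 h compound exposure at 37 C. Data normalized against DMSO and a 10microM genistein activation control, then curve-fitted across the titration.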
ELG1 genotox = induces genotoxicity in HEK293T cells with luciferase-tagged ELG1 | AID 504466 | 1.3% of 330,000 active | Potency, µM (doses to about 46 µM), inactives show top-dose activity change, positive = activation, actives largely listed as activators | HEK293T ELG1-luciferase reporter, luminescence, 16 h; note: % of control where 0% means no effect; nearly all actives have a fitted effect of over 60% in size
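Genotoxicity was scored as increased ELG1-luciferase reporter signal, measured by ONE-Glo luminescence (30 min, room temperature). Compound or vehicle exposure of the HEK293T reporter cells lasted 16 hr at 37°C.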
NPC1 prom act = activators of NPC1 promoter. Huh7 NPC1 promoter luciferase reporter, 24 h. Potency, µM (doses to about 9.22 µM), for the others: top-dose activation, usual class: activators. 2.4% of 320,000 active;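 note: % of control where 0% means no effect; nearly all actives have a fitted effect of over 60% in size; reporter is driven by a mutant NPC1 promoter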
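Huh7 cells stably carrying NPC1 promoter–luciferase, plated in Opti-MEM with 10% FBS for 2 h, were exposed to compound in DMSO for 24 h at 37 °C; luciferase reagent was added for 10 min and luminescence read.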
FLuc counter = firefly luciferase modulation, counter-screen for miR-21 project | purified FLuc, Km substrates, luminescence inhibition | Potency, µM (series often up to 57.5 µM), for inactives: at the highest dose activity change, negative = inhibition, actives largely listed as inhibitors | 6.9% of 360,000 active;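 note: plate controls were vehicle for no effect and reference inhibitor for full effect; nearly all actives have a fitted effect of over 55% in size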
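Purified P. pyralis luciferase (10nM final) with 10uM D-luciferin and 10uM ATP (Km levels) in 50mM Tris acetate pH 7.5, 10mM Mg acetate, 0.01% Tween-20, 0.05% BSA; qHTS 6-point titration, ~60 µM downward; luminescence read.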
MBNL1-CUG inh = blocks human MBNL1 binding to CUG repeat RNA | Q9NR56 | TR-FRET MBNL1-His/biotin-(CUG)12 binding, 665/545 ratio | Potency, µM (series often up to 57.5 µM), for inactives: top-dose activity change, negative = inhibition, hits mostly inhibitors | 0.036% of 280,000 active; active = well fitted inhibition curve with a large enough effect in the signal ratio, with a control signal flat, not every such curve was filed as active; inconclusive = small, poorly fitted or top-dose-only effect, or effect the other way, or a change in a side signal; inactive = no such curve, though single readings can be large or run the other way; the % refers to the signal ratio; note: % is set by controls: 0 for no effect and ±100 for the full control effect
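Inhibition of protein-RNA binding appears as loss of TR-FRET between terbium anti-His antibody on MBNL1-His and streptavidin-XL665 on biotin-(CUG)12. Activity is normalized to buffer-only and uninhibited-complex controls.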
CXXC DNA block = blocks binding of human MLL CXXC domain to DNA; Q03164; MLL-CXXC / FITC-HOXA9 DNA fluorescence polarization; Potency, µM (series often up to 115 µM), for inactives: top-dose activity change, negative = inhibition, most hits filed as inhibitors; 0.037% of 290,000 active; AID 2662; active = well fitted inhibition curve with a large enough effect in the polarisation, with a control signal flat, not every such curve was filed as active; inconclusive = small, poorly fitted or top-dose-only effect, or effect the other way, or a change in a side signal; inactive = no such curve, though single readings can be large or run the other way; the % refers to the polarisation
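Fluorescence polarization: 7 uM MLL-CXXC (stock) preincubated 5 min with compounds, then 50 nM fluorescein-HOX-A9 DNA (stock) added; 30 min ambient. Buffer 50 mM Tris-HCl pH 7.5, 50 mM NaCl, 1 mM DTT, 0.05% BSA.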
Rab9 prom act = Rab9 promoter activation; Potency, µM (doses to about 9.22 µM), inactives show top-dose activation, negative = inhibition, actives largely listed as activators; Huh7 Rab9 promoter-luciferase reporter, luminescence, 24 h; 2.8% of 320,000 active; note: % of control where 0% means no effect; nearly all actives have a fitted effect of over 60% in size
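Huh7 reporter line, Rab9 promoter upstream of luciferase. Compound exposure 24 h at 37 °C in reduced-serum medium with 10% FBS. Read-out: luminescence.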
RORgamma inh = blocks mouse ROR gamma transcriptional activity; P51450; Drosophila S2 Gal4-RORgamma UAS-luciferase reporter, 20 h; Potency, µM (series often up to 53.6 µM), without a hit: top-dose activity change, negative = inhibition, usual class: inhibitors; 5.4% of 310,000 active; AID 2551; note: % is set by controls: 0 for no effect and ±100 for the full control effect; nearly all actives have a fitted effect of over 60% in size
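Drosophila Schneider cells stably carrying a metallothionein-driven Gal4 DBD–ROR gamma fusion and a UAS-Photinus luciferase reporter were exposed to compound for 1 hr, then induced with copper sulfate (700 uM final) for 20 hr at ambient temperature before luminescence reading.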
VP16 counter = counter-screen for ROR gamma inhibitors: Gal4-VP16 reporter; Drosophila S2 Gal4-VP16 UAS-luciferase, luminescence, 20 h; 3.5% of 310,000 active; Potency, µM (highest dose often 53.6 µM), inactives show at the highest dose activity, negative = inhibition, hits mostly inhibitors; AID 2546;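 note: Gal4-VP16 expression switched on by copper sulfate through the metallothionein promoter; % is set by controls: 0 for no effect and ±100 for the full control effect; nearly all actives have a fitted effect of over 50% in size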
* = called active by the depositor; ? = inconclusive; . = not tested or not shown; [ ] = another dose, or the depositor's remark. Unless noted, calls come from the whole dose curve; as a rule, active = well fitted curve in the direction sought with a large enough effect; inconclusive = small, poorly fitted or top-dose-only effect, or another doubt; inactive = no such curve, though single readings can be large; an effect the other way counts as inactive or inconclusive. Potency is the fitted concentration of half-maximal effect. An excerpt (hit frequency here may not be typical).

SMILES	p53 reactivation	uPA surface inh	BRCA1 expr act	ELG1 genotox	NPC1 prom act	FLuc counter	MBNL1-CUG inh	CXXC DNA block	Rab9 prom act	RORgamma inh	VP16 counter
Cn1c2ccccc2c2ncn(CCCN3CCOCC3)c(=O)c21	7%	1%	0%	15%	-4%	-1%	-5%	4%	3%	31%	11%
Cc1cc(C)cc(N2C(=O)N(c3ccccc3C)C3CS(=O)(=O)CC32)c1 (configuration not stated)	-6%	10%	1%	1%	-3%	-1%	1%	5%	-4%	2%	4%
CCOc1ccccc1NC(=S)NC(=O)CCc1ccccc1	.	0%	-26%	-1%	16%	-1%	0%	2%	-2%	.	.
Cc1ccc(S(=O)(=O)Nc2ccc3c(c2)OCCO3)c(C)c1NS(C)(=O)=O	-64%[inhibitor]	0%	0%	12%	-3%	2%	-2%	6%	0%	19%	-4%
CC(=O)Nc1ccc(OCC(=O)NCc2ccc(C)cc2)cc1	1%	5%	10%	0%	-3%	-5%	-1%	-3%	-1%	12%	13%
CS(=O)(=O)N1CCN(C(=O)c2cccnc2)CC1	-1%	18%	11%	-1%	2%	3%	-1%	0%	4%	4%	-7%
CN(Cc1c(C(=O)N/N=C/c2cccc(O)c2)nnn1-c1nonc1N)C1CCCCC1	-9%	8%	-15%	-9%	-1%	3%	8%	9%	2%	20%	-9%
O=C(NCCCC1CCCC1)C1CCC(=O)N(Cc2cccc(C(F)(F)F)c2)C1 (configuration not stated)	1%	-19%	-33%	-8%	-2%	2%	-2%	6%	-4%	?	-10%
COc1ccc(NC(=S)N2CCC(C(=O)c3ccc(C)cc3)CC2)cc1	.	-26%	-11%	-3%	1%	?	-3%	3%	-6%	5%	-15%
COc1ccc(-c2cc(C(F)(F)F)nc(-n3ccnc3C)n2)cc1	?	6%	-3%	-6%	0%	2%	4%	-6%	1%	11µM*	?
O=C(NNC(=O)C12CC3CC(CC(O)(C3)C1)C2)c1ccccc1O	-3%	-14%	-3%	3%	-2%	?	1%	17%	9%	-37%	1%
Cc1ccc(/C=N/NC(=O)Cn2nnc(N)n2)cc1	3%	8%	-3%	2%	-1%	0%	11%	0%	0%	-6%	-7%
Cc1ccc(S(=O)(=O)N(C)C)cc1NC(=O)C1CCCCC1	-2%	6%	-4%	1%	8%	-1%	3%	-14%	0%	1%	3%
Cc1ccc(-c2csc(NC(=O)C3CC(=O)N(Cc4ccco4)C3)n2)cc1 (configuration not stated)	-4%	-8%	-5%	-9%	1%	1%	-5%	16%	-1%	?	-15%
CCCCSc1nc2c(cnn2-c2ccc(Cl)cc2)c(=O)[nH]1	2%	2%	26%	0%	1%	0%	-5%	2%	1%	-14%	18%
CCOc1ccc(/C=N/NC(=S)NC2CC3C=CC2C3)cc1 (configuration not stated)	-3%	8%	-13%	-1%	6%	?	-1%	-4%	3%	1µM*	3.2µM*
O=C(COC(=O)COc1ccccc1Cc1ccccc1)Nc1cccnc1Cl	6%	1%	2%	5%	-4%	-1%	.	-4%	0%	4%	-8%
Cc1ccccc1N1CC(C(=O)Nc2nnc(SCc3ccccn3)s2)CC1=O (configuration not stated)	23%	-8%	-1%	0%	-12%	-1%	29%	?	13%	-4%	-11%
O=C(Nc1nc(-c2cccs2)cs1)c1ccc(S(=O)(=O)N2CCCC2)cc1	-2%	-21%	-86%	-14%	0%	-1%	15%	1%	-1%	34%	3%
COc1cc(NC(=O)c2ccco2)c(C(=O)OCC(=O)c2c[nH]c3ccccc23)cc1OC	-21%	-14%	-65%	-5%	-1%	1%	13%	16%	-3%	?	?
COc1cc(SC)ccc1C(=O)NCc1ccccc1	?	0%	69%	2%	11%	-20%	?	-17%	17%	?	-18%
CC1(C)CN(c2ccc(F)cc2)C1=O	1%	0%	0%	3%	4%	3%	.	13%	-2%	-4%	-12%
O=C(O)/C=C/c1coc2ccccc2c1=O	28%	7%	-5%	2%	0%	-1%	.	13%	1%	21%[10 µM]	-5%
O=C1NC(=Nc2ccccc2)S/C1=C\c1cccs1	19%	-28%	22%	?	3.2µM*	12µM*	14%	-6%	3.2µM*	-10%	-6%
CCC(=O)Nc1cccc(NC(=O)c2cc3ccccc3o2)c1	?	-6%	?	?	2µM*	2.4µM*	4%	3%	0.71µM*	13%	-11%
CS(=O)(=O)NCCn1ccc2ccccc21	2%	2%	3%	1%	-2%	2%	7%	-3%	-6%	6%	12%
Cc1ccc(C(C(=O)NC2CCCCC2)N(C(=O)CCCC(=O)Nc2ccccn2)c2ccc3c(c2)OCCO3)cc1 (configuration not stated)	1%	9%	2%	1%	-2%	4%	.	-6%	2%	-3%	-8%
O=C(Nc1cccc(F)c1)C1CCCN(S(=O)(=O)c2ccccc2)C1 (configuration not stated)	-11%	8%	-23%	-16%	2%	3%	1%	26%	7%	39%	4%
COc1ccc(-c2c(C)nc(N)nc2-c2ccc(OCc3ccc(C)cc3)cc2O)cc1OC	4%	3%	-22%	4%	-1%	-12%	?	6%	-1%	?	-9%
CC(C)(C)c1csc(NC(=O)c2ccncc2)n1	-3%	-3%	2%	-5%	-7%	?	1%	-3%	-6%	35%	?
C/C(=N/NC(=O)CN1CCN(S(=O)(=O)c2ccc(Br)cc2)CC1)c1ccco1	-3%	-3%	5%	-3%	-4%	-1%	.	1%	3%	37%	3%
CC(C)(C)C1CCC2(CC1)Nc1cccc3cccc(c13)N2	-4%	4%	0%	2%	22%	-5%	6%	14%	22%	4%	-15%
CCOC(=O)N/N=C/c1cn(CCCOc2ccc(C)cc2)c2ccccc12	6%	-1%	36%	-1%	1.8µM*	-3%	-7%	6%	?	1.4µM*	1.8µM*
CN(CCOc1ccc(Cl)cc1)C(=O)c1ccc2c(=O)n3c(nc2c1)CCC3	-2%	14%	-6%	4%	1%	1%	.	.	-4%	.	.
O=C(Cn1nnc(-c2ccccc2F)n1)Nc1ccc(S(=O)(=O)NC2CCCC2)cc1	-9%	12%	8%	6%	1%	-2%	-10%	25%	-2%	33%	4%
O=C(C1=C[C@@H](C2CC2)C[C@@H](OCc2ccc(CO)cc2)O1)N1CCN(Cc2ccccc2)CC1	-4%	4%	-11%	-7%	-1%	2%	-17%	-15%	0%	33%	3%
COc1ccccc1N1CCN(S(=O)(=O)c2cc(C)sc2C)CC1	-7%	-1%	13%	-12%	-4%	5%	-4%	-8%	-5%	-26%	0%
CCOc1cc(/C=C(\C#N)C(=O)Nc2ccccc2C(=O)O)ccc1OC(=O)c1ccc(C)cc1	?	1%	0%	-5%	2%	-18%	-5%	-19%	13%	-5%	3%
Cc1ccc(-c2ccc(SCC(=O)c3ccccc3)nn2)cc1	?	-1%	?	?	?	15µM*	38%[activator]	-1%	?	-11%	-3%
CCC(CC)C(=O)Nc1cccc(-c2ccc3nncn3n2)c1	-34%[inhibitor]	-7%	-15%	6%	1%	3%	?	10%	0%	-15%	-1%
COc1cc(C2SCC(=O)N2Cc2ccccc2)cc(OC)c1OC (configuration not stated)	0%	-3%	8%	-2%	-5%	1%	-11%	-7%	1%	-2%	2%
CCN(CC)S(=O)(=O)c1ccc(F)c(C(=O)NCCCN2CCOCC2)c1	-1%	.	0%	-3%	0%	2%	1%	-2%	-2%	-1%	-3%
CN(CC(=O)Nc1cccc(F)c1)C(=O)c1ccc(NC2CC2)c([N+](=O)[O-])c1	5%	-14%	-29%	-5%	1%	4%	.	.	1%	.	.
Cc1ccc(-n2nc3c(c2NC(=O)c2cccs2)CS(=O)(=O)C3)cc1C	-22%	-14%	-21%	0%	2%	6%	-14%	61%[activator]	-3%	33%	-7%
CCOC(=O)Cc1csc(NC(=O)c2ccc(OC)c(OC)c2)n1	-5%	-9%	-14%	-10%	4%	?	-5%	-20%	5%	3%	-4%
CCCN1C2CCCC1CC(NC(=O)c1ccccc1OC)C2 (configuration not stated)	3%	0%	-2%	1%	1%	-1%	1%	1%	7%	-3%	-8%

Structures listed so far that bear a hit mark in Rab9 prom act.
Molecule | p53 reactivation | uPA surface inh | NPC1 prom act | CXXC DNA block | Rab9 prom act | RORgamma inh
O=C1NC(=Nc2ccccc2)S/C1=C\c1cccs1 | 19% | -28% | 3.2µM* | -6% | 3.2µM* | -10%
CCC(=O)Nc1cccc(NC(=O)c2cc3ccccc3o2)c1 | ? | -6% | 2µM* | 3% | 0.71µM* | 13%
